Y pestis TopoI – Y. pestis Topo-I inhibition via cleavage products. Y. pestis Topo-I cleavage product accumulation, plate reader. activity, % at 10 µM. 360,000 tested, 0.064% active; in the data active means activity above about 50%, passing the limit was not always enough; further: inactives centre near 2
FadD28 FP inh – inhibitors of Mycobacterium tuberculosis FadD28 bisubstrate binding. FadD28 bisubstrate probe binding, fluorescence polarization. inhibition, % at 12.5 µM. 360,000 tested, 0.22% active. AID 588549; in the data active means inhibition above about 8.5%, passing the limit was not always enough
Mtb FBA inh – inhibitors of M. tuberculosis fructose-bisphosphate aldolase; purified M. tuberculosis FBA, fluorescence read-out; inhibition, % at 1 µM; 360,000 tested, 2.3% active; AID 588726; in the data active means inhibition above about 27%;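 further: 0% = vehicle and 100% = reference inhibitor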
Target sequence (P9WQA3 whole entry, looked up): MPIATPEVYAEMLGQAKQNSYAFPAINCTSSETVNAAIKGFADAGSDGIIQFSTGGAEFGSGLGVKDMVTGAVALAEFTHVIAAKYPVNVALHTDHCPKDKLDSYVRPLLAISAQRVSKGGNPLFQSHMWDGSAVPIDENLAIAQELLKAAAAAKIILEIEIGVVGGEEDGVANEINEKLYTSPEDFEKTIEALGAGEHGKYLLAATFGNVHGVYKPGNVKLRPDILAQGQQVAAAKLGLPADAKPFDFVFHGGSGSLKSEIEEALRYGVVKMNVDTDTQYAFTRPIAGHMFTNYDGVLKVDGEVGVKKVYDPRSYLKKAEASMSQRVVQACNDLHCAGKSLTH
PfHsp40 yeast – rescue of PfHsp40-mediated yeast toxicity; S. cerevisiae expressing PfHsp40, growth rescue, ATP luminescence; growth rescue, % at 12.5 µM; 340,000 tested, 0.68% active; AID 504582; in the data active means growth rescue above about 28%, passing the limit was not always enough;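 further: yeast W303a lacking pdr1 and pdr3 grown in galactose medium; growth measured after three days at 30 °C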
GDH-TPI counter – GDH-TPI coupled enzyme inhibition counter-screen; GDH-TPI coupled enzyme counterscreen, NADH absorbance; inhibition, % at 4.8 µM; 360,000 tested, 1.2% active; AID 588335; in the data active means inhibition above about 30%;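 further: 0% = DMSO wells and 100% = wells lacking the enzyme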
Mtb BioA inh – blocks M. tuberculosis BioA enzyme activity; 360,000 tested, 0.096% active; inhibition, % at 9.99 µM; purified M. tuberculosis BioA enzyme, plate reader; AID 602481; in the data active means inhibition above about 40%
BH1578 lux ind – inducers of Vibrio cholerae quorum light production without autoinducers | V. cholerae BH1578 lux reporter, luminescence, 6 h | activation, % at 18.7 µM | 350,000 tested, 0.16% active | AID 588436; in the data active means activation mostly above about 9.7%, no sharp cut-off; further: not every result past the cut was called active; inactives centre near 0; reference of the scale not given here
TcdB inh – blocks C. difficile toxin B glycohydrolase activity; TcdB glycohydrolase enzymatic assay, plate reader; 350,000 tested, 0.24% active; AID 652162; P18177; inhibition, % at 9.99 µM; in the data active means inhibition above about 10%
UGM FP inh – blocks M. tuberculosis UGM enzyme | 320,000 tested, 0.06% active | P9WIQ1 | purified UGM, fluorescence polarization probe displacement | AID 504406 | inhibition, % at 10 µM; in the data active means inhibition above about 10%, passing the limit was not always enough
Target sequence (P9WIQ1 whole entry, looked up): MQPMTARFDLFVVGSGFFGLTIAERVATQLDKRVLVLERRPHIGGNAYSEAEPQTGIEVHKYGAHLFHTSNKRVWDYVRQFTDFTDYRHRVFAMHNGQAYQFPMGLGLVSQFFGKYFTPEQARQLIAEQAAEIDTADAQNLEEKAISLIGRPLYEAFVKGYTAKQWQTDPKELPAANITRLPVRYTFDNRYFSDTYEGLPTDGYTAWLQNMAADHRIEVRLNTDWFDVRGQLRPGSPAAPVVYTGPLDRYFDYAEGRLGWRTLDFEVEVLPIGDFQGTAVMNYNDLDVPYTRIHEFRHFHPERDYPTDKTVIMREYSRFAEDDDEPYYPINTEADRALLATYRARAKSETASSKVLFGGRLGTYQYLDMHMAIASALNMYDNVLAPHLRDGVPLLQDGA
* hit, by the source's call.

What do the screens show for `COC(=O)Cc1c(O)ccn(CCc2ccc(OC)c(OC)c2)c1=O`?
Y pestis TopoI: 2.7; FadD28 FP inh: -4.9; Mtb FBA inh: 0.9; PfHsp40 yeast: -0.5; GDH-TPI counter: -7.3; Mtb BioA inh: 1.1; BH1578 lux ind: -0.6; TcdB inh: 1.0; UGM FP inh: -3.1

Results for CN(C)c1ccc(/C=N/NC(=O)c2ccccc2)cc1 ?
Y pestis TopoI: -8.6; FadD28 FP inh: -2.1; Mtb FBA inh: -0.4; PfHsp40 yeast: 0.1; GDH-TPI counter: 19.5; Mtb BioA inh: -1.4; BH1578 lux ind: inactive; TcdB inh: -0.1; UGM FP inh: -0.2

What do the screens show for `Cc1nc(NC(=O)COC(=O)CCC(=O)c2cccs2)c(Cl)cc1Cl`?
Y pestis TopoI: 7.2; FadD28 FP inh: -1.1; Mtb FBA inh: -3.5; PfHsp40 yeast: -0.9; GDH-TPI counter: 8.6; BH1578 lux ind: -0.2; TcdB inh: 2.0; UGM FP inh: -0.2

What do the screens show for `O=C(Nc1ccncc1)Nc1ccc(Cl)cc1Cl`?
Y pestis TopoI: 0.9; FadD28 FP inh: -1.5; Mtb FBA inh: 1.7; PfHsp40 yeast: 0.2; GDH-TPI counter: -6.0; Mtb BioA inh: -0.6; BH1578 lux ind: inactive; TcdB inh: -0.4; UGM FP inh: 4.6

What do the screens show for `CCCC(=O)c1ccc(N2CCN(S(=O)(=O)c3ccc(C)cc3)CC2)c(F)c1`?
Y pestis TopoI: -1.7; FadD28 FP inh: -0.5; Mtb FBA inh: 2.2; PfHsp40 yeast: -0.1; GDH-TPI counter: 10.2; BH1578 lux ind: inactive; TcdB inh: -0.3; UGM FP inh: 3.3

Results for CC(=O)N1CCN(c2nnc(-c3ccccc3)c3ccccc23)CC1 ?
Y pestis TopoI: 6.2; Mtb FBA inh: -4.6; PfHsp40 yeast: -1.7; GDH-TPI counter: 16.6; Mtb BioA inh: 37.6; BH1578 lux ind: 0.6; TcdB inh: 1.2; UGM FP inh: -1.3

How did Nc1ccc2c(c1)C1(CCC2)NC(=O)NC1=O (centres undefined) do in these assays?
Y pestis TopoI: -1.4; FadD28 FP inh: 1.6; Mtb FBA inh: 3.2; GDH-TPI counter: 0.9; Mtb BioA inh: -0.3; BH1578 lux ind: -0.3; TcdB inh: 3.0

How did Cc1ccc(C(=O)NCc2ccccn2)c(Cl)c1 do in these assays?
Y pestis TopoI: -5.5; FadD28 FP inh: -2.5; Mtb FBA inh: -5.5; PfHsp40 yeast: -1.4; GDH-TPI counter: -3.1; BH1578 lux ind: -0.7; UGM FP inh: -1.6

Results for O=C(COC(=O)Cn1cnc2ccccc2c1=O)NCC12CC3CC(CC(C3)C1)C2 ?
Y pestis TopoI: 5.9; FadD28 FP inh: -2.6; Mtb FBA inh: -0.6; PfHsp40 yeast: -1.2; GDH-TPI counter: -2.2; Mtb BioA inh: 0.9; BH1578 lux ind: inactive; TcdB inh: 0.9; UGM FP inh: -0.8

What do the screens show for `O=C(CCc1nnc2n(Cc3ccccc3)c(=O)c3ccccc3n12)NCCCN1CCCCC1`?
Y pestis TopoI: 3.9; FadD28 FP inh: -1.8; Mtb FBA inh: 1.3; PfHsp40 yeast: -0.1; GDH-TPI counter: -5.9; Mtb BioA inh: -2.7; BH1578 lux ind: -0.4; TcdB inh: -1.4; UGM FP inh: -2.2

Results for Cc1cccc(-n2cc(CN(C)Cc3nccn3C)c(-c3cccc(F)c3)n2)c1 ?
Y pestis TopoI: 36.5; FadD28 FP inh: -5.0; Mtb FBA inh: -3.9; PfHsp40 yeast: -0.4; GDH-TPI counter: 6.1; Mtb BioA inh: 2.8; BH1578 lux ind: -0.3; TcdB inh: 1.5; UGM FP inh: 0.4

Results for CSc1nnc(C)c(=O)n1COC(=O)/C=C/c1ccccc1 ?
Y pestis TopoI: 11.6; FadD28 FP inh: 0.5; Mtb FBA inh: 1.9; PfHsp40 yeast: -1.1; GDH-TPI counter: 5.3; Mtb BioA inh: 0.5; BH1578 lux ind: -0.7; TcdB inh: 1.4; UGM FP inh: -0.3

How did CCc1ccc2[nH]c(=O)c(CN(CCN3CCCC3)C(=O)NC3CCCCC3)cc2c1 do in these assays?
Y pestis TopoI: -6.9; FadD28 FP inh: -3.1; Mtb FBA inh: 0.9; PfHsp40 yeast: -0.9; GDH-TPI counter: -5.3; Mtb BioA inh: -1.1; BH1578 lux ind: inactive; UGM FP inh: 5.9

How did CCN1CCOC(c2ccccc2)C1 (centres undefined) do in these assays?
Y pestis TopoI: -4.0; FadD28 FP inh: 0.5; Mtb FBA inh: 2.8; PfHsp40 yeast: 3.8; GDH-TPI counter: 8.8; BH1578 lux ind: inactive; TcdB inh: 1.4

What do the screens show for `CCc1nc2ccccc2c(C(=O)OCC(=O)NCc2ccco2)c1C`?
Y pestis TopoI: 7.0; FadD28 FP inh: -3.8; Mtb FBA inh: -0.9; PfHsp40 yeast: -0.4; GDH-TPI counter: -2.7; Mtb BioA inh: 4.1; UGM FP inh: -0.5

What do the screens show for `CC(C)c1ccc(NC(=S)NNC(=O)c2cccnc2)cc1`?
Y pestis TopoI: 3.2; FadD28 FP inh: -0.9; Mtb FBA inh: -1.1; PfHsp40 yeast: -0.5; GDH-TPI counter: 3.5; BH1578 lux ind: 3.3; TcdB inh: -3.7; UGM FP inh: -1.6

Results for CC(C)C[C@H](NC(=O)OC(C)(C)C)C(=O)N/N=C/C1=Cc2ccccc2OC1C (some centres undefined) ?
Y pestis TopoI: 20.6; FadD28 FP inh: -1.7; Mtb FBA inh: 5.7; PfHsp40 yeast: 0.3; GDH-TPI counter: 8.8; Mtb BioA inh: -0.7; BH1578 lux ind: -6.2; UGM FP inh: -0.8

How did Cc1nn(C(C)(C)C)c(OC(=O)c2ccc3c(c2)OCO3)c1Sc1ccccc1 do in these assays?
Y pestis TopoI: 32.2; FadD28 FP inh: -3.4; Mtb FBA inh: 1.3; PfHsp40 yeast: -0.2; GDH-TPI counter: -0.8; Mtb BioA inh: -2.3; BH1578 lux ind: inactive; UGM FP inh: -1.4

How did O=C(O)C1CC=CCC1C(=O)Nc1cccc([N+](=O)[O-])c1 (centres undefined) do in these assays?
Y pestis TopoI: 10.9; FadD28 FP inh: 0.8; Mtb FBA inh: 2.1; PfHsp40 yeast: -2.1; GDH-TPI counter: 5.1; BH1578 lux ind: -0.1; TcdB inh: 0.3; UGM FP inh: 1.9

What do the screens show for `Cc1cccc(C)c1OCc1cc(C(=O)N(Cc2c(C)nn(C)c2C)C2CC2)no1`?
Y pestis TopoI: 36.5; FadD28 FP inh: 0.1; Mtb FBA inh: -2.3; PfHsp40 yeast: 1.2; GDH-TPI counter: -4.8; Mtb BioA inh: 0.8; BH1578 lux ind: 0.9; TcdB inh: 2.0; UGM FP inh: -3.2

Results for Cc1ccc(S(=O)(=O)Cc2ccc(C(=O)NC3CCCCCC3)o2)cc1 ?
Y pestis TopoI: -1.1; FadD28 FP inh: 2.1; Mtb FBA inh: 4.3; PfHsp40 yeast: 0.6; GDH-TPI counter: -1.0; Mtb BioA inh: -3.5; BH1578 lux ind: 3.4; TcdB inh: 1.6; UGM FP inh: 2.6

Results for O=C(CN1CCOc2ccccc21)NCc1cccs1 ?
Y pestis TopoI: 2.9; FadD28 FP inh: -1.1; Mtb FBA inh: 2.3; PfHsp40 yeast: -1.2; GDH-TPI counter: 8.1; Mtb BioA inh: 1.1; BH1578 lux ind: inactive; UGM FP inh: 3.5

What do the screens show for `CN(C)S(=O)(=O)c1ccc(C(=O)Nc2nnc(Cc3ccccc3)s2)cc1`?
Y pestis TopoI: 0.6; FadD28 FP inh: -2.1; Mtb FBA inh: -0.3; PfHsp40 yeast: -1.0; GDH-TPI counter: 7.8; Mtb BioA inh: -1.3; BH1578 lux ind: -0.7; UGM FP inh: 0.0

How did COc1ccc(CNC(=O)c2sc(=O)n(Cc3ccc(C)cc3)c2C)cc1OC do in these assays?
Y pestis TopoI: 32.1; FadD28 FP inh: -1.8; Mtb FBA inh: -2.4; GDH-TPI counter: 0.5; Mtb BioA inh: 1.8; BH1578 lux ind: -0.4; TcdB inh: 1.6

Results for CC(OC(=O)C(NC(=O)c1ccco1)C(C)C)C(=O)Nc1ncc(Cl)cc1Cl (centres undefined) ?
Y pestis TopoI: -2.8; FadD28 FP inh: -2.9; Mtb FBA inh: 1.1; PfHsp40 yeast: 0.4; GDH-TPI counter: -8.5; Mtb BioA inh: -0.3; BH1578 lux ind: inactive; UGM FP inh: -0.6

Results for O=C(NCCSc1ncc(-c2ccc(F)cc2)[nH]1)c1ccc2c(c1)OCO2 ?
Y pestis TopoI: -1.5; FadD28 FP inh: -1.1; Mtb FBA inh: 0.4; PfHsp40 yeast: -1.0; GDH-TPI counter: 4.3; Mtb BioA inh: 2.0; BH1578 lux ind: -1.8; TcdB inh: 0.6; UGM FP inh: 1.0

What do the screens show for `O=C(Nc1ccc2c(c1)CCC2)c1ccc(F)c(S(=O)(=O)N2CCOCC2)c1`?
Y pestis TopoI: 7.3; FadD28 FP inh: -1.4; Mtb FBA inh: -1.8; PfHsp40 yeast: -0.3; GDH-TPI counter: 9.8; BH1578 lux ind: inactive; UGM FP inh: -0.2

Results for O=S(=O)(Nc1ccon1)c1cc(Cl)ccc1Cl ?
Y pestis TopoI: -4.0; FadD28 FP inh: -2.5; Mtb FBA inh: -1.0; PfHsp40 yeast: 0.0; GDH-TPI counter: 0.7; Mtb BioA inh: -2.2; BH1578 lux ind: inactive; TcdB inh: -2.6; UGM FP inh: -1.2

How did CCOc1ccc(NC(=O)c2ccc(CNc3c(NC4CCCCC4)c(=O)c3=O)cc2)cc1 do in these assays?
Y pestis TopoI: 17.7; FadD28 FP inh: -4.3; Mtb FBA inh: -2.1; PfHsp40 yeast: 1.1; GDH-TPI counter: 2.4; Mtb BioA inh: -0.2; BH1578 lux ind: -0.2; TcdB inh: 0.5

Results for CC(C)(C)c1ccc(C(=O)/C(C#N)=C/c2cccs2)cc1 ?
Y pestis TopoI: -0.1; FadD28 FP inh: 4.4; Mtb FBA inh: 2.0; PfHsp40 yeast: -1.0; GDH-TPI counter: 11.0; BH1578 lux ind: -2.0; TcdB inh: 0.1; UGM FP inh: -0.4

What do the screens show for `O=C(COC(=O)Cc1ccc(Cl)cc1)Nc1ccc2[nH]c(=O)[nH]c2c1`?
Y pestis TopoI: -2.4; FadD28 FP inh: -3.8; Mtb FBA inh: 3.3; PfHsp40 yeast: -0.2; GDH-TPI counter: -0.7; BH1578 lux ind: -0.6; TcdB inh: -1.3; UGM FP inh: -0.3

Results for Cc1ccc(S(=O)(=O)N/N=C/c2cccc3nccnc23)cc1 ?
Y pestis TopoI: 5.3; FadD28 FP inh: -3.7; Mtb FBA inh: 0.9; PfHsp40 yeast: 0.3; GDH-TPI counter: -6.3; Mtb BioA inh: -1.3; BH1578 lux ind: inactive; TcdB inh: -5.4; UGM FP inh: -3.5

What do the screens show for `Cn1c(=O)c2c(ncn2CC(=O)N2CCN(C(=O)c3ccco3)CC2)n(C)c1=O`?
Y pestis TopoI: -5.2; FadD28 FP inh: -4.1; Mtb FBA inh: -3.9; PfHsp40 yeast: -2.2; GDH-TPI counter: -0.3; BH1578 lux ind: -0.4; TcdB inh: 2.5; UGM FP inh: -0.2

Results for CCCn1cnc2c(cnn2-c2ccc(F)cc2)c1=O ?
Y pestis TopoI: 5.5; FadD28 FP inh: -1.6; Mtb FBA inh: 2.7; PfHsp40 yeast: -0.9; GDH-TPI counter: 8.8; Mtb BioA inh: 0.6; UGM FP inh: -0.2

What do the screens show for `O=C(Nc1ccnn1C1CCN(C(=O)CCc2ccc(F)cc2)CC1)C1CCOC1` (centres undefined)?
Y pestis TopoI: 5.8; FadD28 FP inh: 0.4; Mtb FBA inh: -1.9; PfHsp40 yeast: -1.9; GDH-TPI counter: 2.4; Mtb BioA inh: 1.8; BH1578 lux ind: -3.6; TcdB inh: 2.1; UGM FP inh: 0.4

In the list so far, 2 contain an aryl methoxy group.
What do the screens show for `COC(=O)Cc1c(O)ccn(CCc2ccc(OC)c(OC)c2)c1=O`?
Y pestis TopoI: 2.7; FadD28 FP inh: -4.9; Mtb FBA inh: 0.9; PfHsp40 yeast: -0.5; GDH-TPI counter: -7.3; Mtb BioA inh: 1.1; BH1578 lux ind: -0.6; TcdB inh: 1.0; UGM FP inh: -3.1

How did COc1ccc(CNC(=O)c2sc(=O)n(Cc3ccc(C)cc3)c2C)cc1OC do in these assays?
Y pestis TopoI: 32.1; FadD28 FP inh: -1.8; Mtb FBA inh: -2.4; GDH-TPI counter: 0.5; Mtb BioA inh: 1.8; BH1578 lux ind: -0.4; TcdB inh: 1.6
